Screens (PubChem BioAssay)
CD40 NFkB inh: CD40 pathway inhibition in BL2 cells | inhibition, % at 10 µM | actives 0.94% (n = 83,000) | BL2 NF-kB luciferase reporter, CD40L-induced, 4 h;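 active = mean inhibition of at least 50% with a set share of replicates also reaching that level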;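 note: 0% = neutral control wells and 100% = IKK inhibitor VII at 50 µM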
The depositor's hits bear a star; [ ] = another dose, or the depositor's remark.

SMILES	CD40 NFkB inh
C[C@@H]1CN([C@H](C)CO)C(=O)c2ccccc2-c2ccccc2CO[C@@H]1CN(C)C(=O)Cc1ccccc1	-5.4[25 µM]
COc1ccc(C(O)c2nc(-c3cccc(O)c3)cs2)cc1 (stereo unspecified)	-26.2
N#Cc1c(NCCCO)nc(NCc2ccccc2)c2c1CCN(Cc1ccccc1)C2	-1.2
Cc1ccccc1NC(=O)CCC(=O)OCC(=O)c1ccc(-c2ccccc2)cc1	-1.9
CN(C)C(=O)c1cccc(-c2ccc(C3[C@H]4CNC[C@@H]3N4Cc3cccnc3)cc2)c1 (stereo partly specified)	-2.1[25 µM]
CCOc1ccccc1C(=O)NCC(=O)NCCCc1ccccc1	-2.8
COc1ccccc1C(=O)N/C(N)=N/c1nc2ccccc2o1	-64.1
[O-]/C(=C(\C(=S)NCc1ccc2c(c1)OCO2)[n+]1ccccc1)c1ccc(Cl)s1	-8.6
Cc1ccccc1C(=O)NC(CC(C)C)C(=O)OCC(=O)c1c(N)n(C)c(=O)n(C)c1=O (stereo unspecified)	10.2
CCOC(=O)N1CCN(S(=O)(=O)c2ccc(C(=O)Nc3nnc(C)o3)cc2)CC1	2.2
O=C(NCc1ccco1)c1cc2ccccc2o1	-25.9
CC(C)Oc1ccc(C(=O)O)cc1	2.3
CC(=O)c1cnc2nc(C(F)(F)F)nn2c1C	6.7
Nn1c(SCc2cn3ccccc3n2)nnc1-c1ccncc1	7.9
c1cc2c3c(cccc3c1)NN=N2	-5.8
O=C(COc1ccccc1O)NC1CCCC1	0.8
COc1ccc(C(=O)C2CCCN(S(=O)(=O)c3cccnc3)C2)c(C)c1 (stereo unspecified)	6.6
CC(Nc1nc(-c2cccnc2)nc2ccccc12)c1ccccc1 (stereo unspecified)	-1.9
Cc1ccc(-c2cc(C(=O)N3CCCC3)c3ccccc3n2)s1	-31.4
Cn1c(=O)[nH]c(=O)c2c1nc(Br)n2Cc1ccc(Cl)cc1	-6.6
COc1ccc(/C=C/S(=O)(=O)NCc2ccccc2)cc1OC	8.1
O=C(NCc1ccc(Cl)cc1)N1CCN(C(=O)c2ccccc2)CC1	2.0
Cc1cc(C)n2nc(C(=O)NCc3ccco3)nc2n1	11.0
CC(C)(C)NC(=O)CN(C(=O)CCC(=O)Nc1nccs1)c1ccccc1F	23.2
O=C(c1ccc(F)cc1)c1ccc(OCC(=O)N2CCOCC2)cc1	-10.4
CN1CCN(C(=O)CCc2ncc(C(F)(F)F)cc2Cl)CC1	10.3
O=C(Cn1cnc2c(nnn2-c2cccc(Cl)c2)c1=O)N1CCCC1	9.3
NC(=O)C1(N2CCCCC2)CCN(CC(=O)Nc2ccc(Oc3ccccc3)cc2)CC1	19.9
CN(CC(=O)Nc1ccccc1Cl)CC(=O)N(C)c1c(N)n(Cc2ccccc2)c(=O)[nH]c1=O	1.9
Cc1ccc(Nc2cc(C)nc3nnnn23)cc1	-14.1

Ordered by value in CD40 NFkB inh (descending): four of the compounds above
SMILES	CD40 NFkB inh
CC(C)(C)NC(=O)CN(C(=O)CCC(=O)Nc1nccs1)c1ccccc1F	23.2
Cc1cc(C)n2nc(C(=O)NCc3ccco3)nc2n1	11.0
O=C(NCc1ccc(Cl)cc1)N1CCN(C(=O)c2ccccc2)CC1	2.0
Cc1ccc(Nc2cc(C)nc3nnnn23)cc1	-14.1

Three compounds picked at random from those above:
SMILES	CD40 NFkB inh
CC(Nc1nc(-c2cccnc2)nc2ccccc12)c1ccccc1 (stereo unspecified)	-1.9
COc1ccc(C(O)c2nc(-c3cccc(O)c3)cs2)cc1 (stereo unspecified)	-26.2
Cc1ccccc1NC(=O)CCC(=O)OCC(=O)c1ccc(-c2ccccc2)cc1	-1.9

(list continues)
SMILES	CD40 NFkB inh
O=C(c1ccc(Cl)cc1)N(Cc1ccccc1F)N1C(=O)CCCC1=O	4.9
C[C@@H]1CN([C@@H](C)CO)C(=O)CCCn2nncc2CO[C@@H]1CN(C)C(=O)CCC(F)(F)F	3.3[25 µM]
CCOC(=O)C1CCN(C(=O)Cn2nc(C)n3c(cc4cc(F)ccc43)c2=O)CC1	1.9
O=C(CSc1nccn(-c2ccc(Br)cc2)c1=O)NCc1ccccc1	-4.2
CCCC(=O)Nc1ccc(Cl)c(NC(=O)CC)c1	8.3
CC1CCN(CC(O)COc2ccc(OCC(O)CN3CCC(C)CC3)cc2)CC1 (stereo unspecified)	1.4
Cc1nn(CC(=O)O)c(C)c1NC(=O)c1cccs1	-17.1
CN(C)C(=O)c1ccc(-c2ccc([C@H]3[C@@H](C#N)N(C(=O)C4CCC4)[C@H]3CO)cc2)cc1	2.6
O=C(Nc1ccc(-c2cn3ccccc3n2)cc1)c1ccc(Cl)cc1	-4.5
CSc1ccc(Cl)c(C(=O)N(C)CC(=O)Nc2ccc(N3CCOCC3)cc2)c1	0.4
Cc1cc(C)c2ccc(C(=O)O)nc2c1O	9.9
CN1c2ccc(-c3ccccc3F)cc2[C@@H]2[C@@H](CCN2C(=O)c2cccc(F)c2)[C@@H]1CO	6.0[25 µM]
COc1ccc(CCNC(=O)COC(=O)c2cccn2C)cc1	6.2
CN(Cc1ccccc1)S(=O)(=O)c1ccc(OCC(=O)NCc2ccccn2)cc1	3.1
CC(C)n1ncc2c(C(=O)N3CCN(c4ccc(F)cc4)CC3)cc(-c3ccccc3)nc21	15.4
CN(C)C(=O)c1ccc(-c2ccc3c(c2)[C@@H]2[C@@H](CCN2C(=O)C2CC2)[C@H](CO)N3C)cc1	-0.1
COc1ccc(N=C2NN=C(c3ccc4c(c3)OCCO4)CS2)cc1	-11.2
C/C=C/c1ccc([C@H]2[C@@H](CO)N[C@@H]2CN(CC(C)C)C(=O)c2ccccn2)cc1	-1.8[25 µM]
CC=Cc1ccc2n(c1=O)C[C@H]1[C@H](CO)[C@@H](C(=O)NCC3CC3)[C@@H]2N1C(=O)Nc1cc(F)ccc1F (mixture of isomers)	-1.5[25 µM]
Cc1noc(C)c1C(=O)N1CCN(Cc2ccc3c(c2)OCO3)CC1	5.2
COc1cccc(-c2ccc3n(c2=O)C[C@H]2[C@H](CO)[C@@H](C(=O)NC4CCCC4)[C@@H]3N2C)c1	-3.8
CC1CCC2(CC1)NC(=O)N(Cc1nnc(-c3cccs3)o1)C2=O (stereo unspecified)	4.8
CCn1c(COC(=O)CNC(=O)c2ccccc2)nc2cc(S(=O)(=O)N(C)C)ccc21	4.0
C[C@H]1CN([C@@H](C)CO)C(=O)CCCn2cc(nn2)CO[C@@H]1CN(C)C(=O)c1ccc2ccn(C)c2c1	12.3[25 µM]
CN1CCN(c2ccccc2NC(=O)c2ccc(-c3ccccc3)cc2)CC1	-11.2
FC(F)(F)c1cc(-c2ccco2)nc(-n2nnc3ccccc32)n1	13.3
COc1ccc(-c2nnc(SCc3ncc(-c4ccccc4)o3)o2)cc1	-11.9
Cc1noc(C)c1COC(=O)C(c1ccccc1)c1ccccc1	11.6
Cc1ccc(CN2CCN(Cc3ccc(Oc4ncccn4)cc3)CC2CCO)cc1 (stereo unspecified)	3.7
C[C@@H]1CN([C@H](C)CO)C(=O)Cc2cc(NS(=O)(=O)c3ccccc3)ccc2O[C@H]1CN(C)Cc1ccc(Cl)c(Cl)c1	42.2
CNC(=O)c1ccc(-c2cc(C(F)(F)F)nn2C)s1	-43.5
O=C(NCC[C@@H]1C[C@@H]2C=C[C@H]1C2)c1cc(COc2ccc(F)cc2F)on1	10.7
COc1ccc(NC(=O)N(C)C[C@H]2OCCCC[C@H](C)Oc3ccc(NC(=O)c4ccncc4)cc3C(=O)N([C@@H](C)CO)C[C@H]2C)cc1	-14.5[25 µM]
O=C(Nc1nncs1)C1c2ccccc2Oc2ccccc21	13.8
CCS(=O)(=O)NC[C@H]1[C@@H](c2ccccc2)[C@@H](CO)N1CC1CCCC1	10.1
CCOC(=O)c1c(NC(=O)CN2CCCCC2)sc2c1CCCC2O (stereo unspecified)	7.7
COc1ccc(C(CNC(=O)c2cc3c(s2)CCCC3)N2CCOCC2)cc1 (stereo unspecified)	0.9
CCN(CC(=O)Nc1c(F)cccc1F)C(=O)c1cc(S(=O)(=O)N2CCOCC2)ccc1N1CCCC1	-5.7
CCC(c1nnc(SCC(=O)NNC(=O)c2ccccc2)n1Cc1ccccc1)N(C)C (stereo unspecified)	5.5
CC(=O)N1[C@H](C(=O)N(C)C)[C@@H](CO)[C@@H]2Cn3c(ccc(-c4ccc(F)cc4)c3=O)[C@@H]21	-0.3[25 µM]
COc1cccc(-c2ccc3c(c2)[C@H]2[C@H](CCN2C(=O)c2ccccn2)[C@@H](CO)N3)c1	-22.4[25 µM]
C[C@H](CO)N1C[C@H](C)[C@@H](CN(C)Cc2ccc(Cl)c(Cl)c2)Oc2ccc(NC(=O)CCCN(C)C)cc2C1=O	-2.7[25 µM]
Nc1nc(Br)c2ccccc2c1-c1ccccc1	-17.8
c1coc(-c2ccnc3ncnn23)c1	4.5
CC(=O)c1sc2nsc(SCCN3CCCC3)c2c1N	-0.2
N#C[C@@H]1[C@@H](c2ccc(-c3ccccc3F)cc2)[C@@H](CO)N1C(=O)Cc1ccccc1	22.3[25 µM]
Cc1nn(-c2nnc(NCc3ccccc3)nn2)c(C)c1Br	-7.4
CCOC(=O)OCC(=O)C1(O)CCC2C3CCC4=CC(=O)CCC4(C)C3C(O)CC21C (stereo unspecified)	30.6
O=C(O)c1ccc(NC(=O)c2ccc(COc3ccccc3)o2)cc1	-14.0
O=C(NC1Cc2ccccc2C1)[C@H]1N[C@H]2c3cccc(=O)n3C[C@H]2[C@@H]1CO	1.5[25 µM]
More results.
SMILES	CD40 NFkB inh
c1ccc(CC2CCN(Cc3ccccn3)CC2)cc1	-6.3
O=C(NC1CCCC1)c1ccc(Br)o1	12.7
C[C@H](NC(=O)c1ccco1)C(=O)Nc1nnc(SCc2ccccc2)s1	1.4
COC(=O)c1ccc(CN2C(=O)NC3(CCCc4ccccc43)C2=O)o1 (stereo unspecified)	-2.5
COCC(=O)N1CCCCN2[C@@H](CO)[C@H](c3ccc(-c4ccc(OC)cc4)cc3)[C@@H]2C1	-8.2[25 µM]
Cc1ccc(S(=O)(=O)N(C)C[C@H]2Oc3c(NS(C)(=O)=O)cccc3C(=O)N([C@H](C)CO)C[C@@H]2C)cc1	-1.8[25 µM]
Nc1ncnc2c1ncn2C1OC(CO)C(O)C1O (stereo unspecified)	-13.4
Cc1ccc(C(=O)NNC(=O)Cn2ccc(C(F)(F)F)n2)o1	5.5
COc1ccc(-c2ccc([C@@H]3[C@@H](CO)N4C(=O)CN(Cc5ccccc5)C[C@@H]34)cc2)cc1	-6.1[25 µM]
COC(=O)[C@@H]1[C@@H](CO)[C@@H]2Cn3c(ccc(C4=CCCCC4)c3=O)[C@@H]2N1C(=O)C1CCCC1	-4.0
O=C(NCC1CCCO1)c1cc(-c2ccncc2)nc2ccccc12 (stereo unspecified)	6.5
N#C[C@@H]1[C@@H](c2ccc(C#CCC3CCCC3)cc2)[C@H](CO)N1C(=O)c1ccccn1	-6.0[25 µM]
CC(OC(=O)CCC(=O)c1ccc(Cl)s1)C(=O)NC1(C#N)CCCCC1 (stereo unspecified)	9.9
C[C@@H]1CCCCO[C@@H](CN(C)Cc2ccncc2)[C@@H](C)CN([C@H](C)CO)C(=O)c2cc(NC(=O)Cc3ccccc3)ccc2O1	-0.1[25 µM]
CNC(=O)CCCCCNS(=O)(=O)c1ccc(C)cc1	8.3
O=S(=O)(NC1CCCCC1Oc1ccccc1)c1ccccc1 (stereo unspecified)	5.4
C/C=C/c1ccccc1[C@H]1[C@@H](CO)N(C(=O)Nc2ccccc2F)[C@H]1C#N	1.9[25 µM]
Cc1ccc(C(O)c2cccnc2)o1 (stereo unspecified)	4.4
C[C@@H]1CCCCO[C@H](CN(C)C(=O)Nc2ccc3c(c2)OCO3)[C@@H](C)CN([C@H](C)CO)C(=O)c2cc(NS(=O)(=O)c3ccc(F)cc3)ccc2O1	10.1[25 µM]
O=C(c1ccccc1F)N1C[C@H]2[C@@H](c3ccccc31)[C@@H](CO)N2C(=O)c1ccccc1	-1.4
NC(=O)C1CCN(C(=O)CN2CCCc3ccccc32)CC1	4.6
Cc1cccc(N/C(N)=N/c2nc(C)c(Cc3ccccc3)c(=O)[nH]2)c1	5.8
C[C@@H]1CN([C@@H](C)CO)C(=O)c2cc(NS(=O)(=O)c3ccc(Cl)cc3)ccc2O[C@@H]1CN(C)CC1CCCCC1	6.5[25 µM]
Cc1nnc2n(C)c(=O)c3c4c(sc3n12)COC(C)(C)C4	4.5
COCCCNC(=O)c1ccc(-c2c(C)noc2C)c2ccoc12	-14.5
CC1(C(=O)NCc2cccnc2)CCN1C(=O)Cc1cccs1 (stereo unspecified)	5.8
Cc1cc(OCC(=O)OCC(=O)N(C)c2c(N)n(Cc3ccccc3)c(=O)[nH]c2=O)ccc1Cl	4.7
O=C1[C@@H]2Cc3c([nH]c4ccccc34)C(c3ccccc3)N2C(=O)CN1C1CC1 (stereo partly specified)	12.1
CCCCc1ccc(NS(=O)(=O)N(C)C)cc1	2.0
COc1ccccc1NC(=O)N1C[C@H](O)COC[C@@H]2O[C@H](CC(=O)N3CCC(Cc4ccccc4)CC3)CC[C@H]21	29.2[25 µM]
COC(=O)NCc1ccc2c(c1)OCO2	16.0
N#Cc1cccc(S(=O)(=O)NNC(=O)C23CC4CC(CC(C4)C2)C3)c1	5.0
COC(=O)Nc1nc2ccc(SC(C)C)cc2[nH]1	-13.2
COc1ccc(S(=O)(=O)Nc2ccc3c(c2)OC[C@H](C)NC[C@H](C)[C@@H](OC)CN(C)C3=O)cc1	2.2[25 µM]
Cc1ccc(-c2cc(C(=O)NCCCn3ccnc3)c3ccccc3n2)s1	9.4
O=C(c1ccccc1)C1CCc2occc2C1=O (stereo unspecified)	3.5
COc1cc(CCC(=O)OCC(=O)NCCc2ccc(S(N)(=O)=O)cc2)cc(OC)c1OC	-3.7
Cc1nc2ccc(NC(=O)c3cncc(Br)c3)cc2s1	-86.8
COCCNC(=O)C[C@H]1CC[C@H]2[C@@H](COc3ccc(NS(=O)(=O)c4ccc(Cl)cc4)cc3C(=O)N2C)O1	-3.6[25 µM]

This is a subset (hit frequency here may not be typical).
